Source: PubChem BioAssay
RSV CPE inhibition: inhibition of RSV-induced cytopathic effect – HEp-2 cells, primary 10 µM value included (AID 2391); CPE inhibition, % at 10 µM; hits with a dose series show IC50 in µM; 310,000 compounds, 0.13% hits; HEp-2 cells, RSV-induced CPE inhibition; higher % means a stronger effect; in the data active means a potency from the dose series; inconclusive means CPE inhibition mostly from about 23% at the one dose, without a potency; inactive means the rest, 99 in 100 with CPE inhibition below about 21%; further: strong numbers were not always called active
K1F lysis inhibition: inhibition of K1F phage lysis, E. coli UTI89, bacterial capsule biogenesis inhibitors, alamar blue (AID 488966); E. coli UTI89 K1F phage lysis, alamar blue, 2 h; higher % means a stronger effect; inhibition, % at 100 µM; hits with a dose series show IC50 in µM; 340,000 compounds, 0.02% hits;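 active means phage lysis inhibition, versus mean bacterial control, above a set limit; inconclusive means no clear call, values can overlap the other calls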;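 further: capsule biogenesis inhibitors block K1F phage lysis so surviving cells raise fluorescence; higher fluorescence means more inhibition of phage lysis; actives were called in the ten point dose series up to 300 µM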
Rac1 GTP hydrolysis: MgcRacGAP GTPase-activating activity inhibitors, confirmation, biochemical, ADP Hunter fluorescence | MgcRacGAP-stimulated Rac1 GTP hydrolysis, ADP Hunter fluorescence; higher % means a stronger effect; GST-tagged Rac1 F28L mutant substrate | one-dose inhibition, % at 30 µM; IC50 in µM for titrated hits | 340,000 compounds, 0.6% hits | AID 624330;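 active means first-screen hits whose inhibition reached a set limit at any dose in the follow-up dose series; inconclusive means inhibition above the set first-screen limit but never retested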;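 further: fluorescence reports GDP produced by GAP-driven GTP hydrolysis; strong numbers were not always called active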
Salmonella PhoP GFP: PhoP-dependent GFP reporter repression – Salmonella Typhimurium, primary screen (AID 1863); S. Typhimurium PhoP-regulated promoter GFP reporter, 4 h; higher % means a stronger effect; inhibition, % at 50 µM, or IC50 in µM where a hit was titrated; 300,000 compounds, 0.16% hits;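 active means inhibition over 29.93%, a cutoff 3 SD above the screen mean, later confirmed by dose response; inconclusive means inhibition over 29.93% but no dose response follow-up; inactive means inhibition at most 29.93% or unconfirmed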;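 further: 0% = low Mg2+ inducing control and 100% = high Mg2+ repressing control; strong numbers were not always called active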
Myeloid diff 2: myeloid differentiation induction; 360,000 compounds, 1% hits; ER-HoxA9 myeloid progenitors, lysozyme-GFP differentiation, flow cytometry; calls only at 10 µM;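 active means normalized GFP-positive differentiation at or above the plate's own cutoff, the solvent-only control mean plus 3 SD; inconclusive means no clear call, values can overlap the other calls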;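 further: cells exposed to compound for four days before flow analysis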
NTR1 ag: NTR1-driven beta-arrestin-GFP spot formation – imaging, U2OS cells, high content, primary screen (AID 493036) | P30989 | agonist mode | activation, % at 20 µM | 330,000 compounds, 0.17% hits;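 active means activation at or above 40% of the spot to cytoplasm intensity ratio, with at least 20 cells analyzed; inconclusive means wells under 20 cells, flagged as cytotoxic or low count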;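 further: 0% = DMSO without peptide and 100% = 100 nM NTR1 peptide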
Target sequence (P30989 whole entry, looked up): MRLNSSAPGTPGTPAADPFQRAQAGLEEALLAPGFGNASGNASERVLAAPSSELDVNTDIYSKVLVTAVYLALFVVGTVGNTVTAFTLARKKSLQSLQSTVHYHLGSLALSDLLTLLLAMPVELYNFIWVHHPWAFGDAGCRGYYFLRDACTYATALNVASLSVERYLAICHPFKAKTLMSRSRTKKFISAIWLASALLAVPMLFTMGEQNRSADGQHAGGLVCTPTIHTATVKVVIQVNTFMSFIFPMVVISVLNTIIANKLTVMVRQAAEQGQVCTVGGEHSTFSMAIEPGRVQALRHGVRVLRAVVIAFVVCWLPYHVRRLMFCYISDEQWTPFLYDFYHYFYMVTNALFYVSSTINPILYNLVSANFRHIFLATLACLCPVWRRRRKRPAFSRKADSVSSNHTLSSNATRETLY
TNAP activators: human TNAP enzyme activators, primary screen, biochemical, luminescent, no phosphate acceptor, uHTS (AID 1001) | purified TNAP, luminescent activation assay, no phosphate acceptor; higher activation fold means a stronger effect | activation fold at 20 µM; hits with a dose series show EC50 in µM | 200,000 compounds, 0.03% hits; in the data active means activation fold from about 3, or a potency from the dose series; inactive means the rest, 99 in 100 with activation fold below about 1.6; further: many of its hits are not listed in these tables
T cell modulator: T cell immune modulators affecting CD8 T cell-vesicle binding; calls only at 7 µM; 2C CD8+ T cell-vesicle binding, flow cytometry; stronger effect = lower value; 330,000 compounds, 0.068% hits; AID 2052;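 active means response, share of CD8 T cells binding vesicles, and their 90th percentile fluorescence all below set limits, cut at about 80% in these data, passing the limit was not always enough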
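System: murine 2C transgenic CD8+ T lymphocytes; also added: QL9-loaded Drosophila micro-vesicles; times: binding 1.5 h at 37 °C; measured by: flow cytometry, PE anti-B7-1 (FL2) versus Alexa647 anti-CD8 (FL8), PFA-fixed; control set: Peptide-free naked vesicles (low) and QL9 vesicles with 0.7% DMSO vehicle (high)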
SV40 large T antigen: SV40 large T antigen inhibitors, biochemical (AID 1903). 310,000 compounds, 0.39% hits. inhibition, % at 20 µM, or IC50 in µM where a hit was titrated. SV40 large T antigen ATPase/helicase inhibition assay; higher % means a stronger effect; in the data active means a potency from the dose series; inconclusive means inhibition mostly from about 32% at the one dose, without a potency; inactive means the rest, 99 in 100 with inhibition below about 32%; further: strong numbers were not always called active
T cell modulator vesicle-bound %: also measured in T cell modulator; calls as there; double positive events, %; measured here: CD8+ vesicle-bound cell fraction;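 binding gate set so that unloaded-vesicle control wells show 10% double positive cells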
NTR1 ag cell count 20 µM: further read-out of NTR1 ag, marked with its call; cell count; measured here: cell count, cytotoxicity flag
Myeloid diff 2 GFP+ MAC1+ %: second read-out of Myeloid diff 2, no call of its own (marks repeat the call); GFP+ MAC1+ double positive, %; measured here: differentiation confirmed by MAC1 staining
* marks the source's active call; other numbers are inactive results; i = inactive; ? = inconclusive; . = not tested or not shown; [ ] = another dose, or the depositor's remark.

SMILES	RSV CPE inhibition	K1F lysis inhibition	Rac1 GTP hydrolysis	Salmonella PhoP GFP	Myeloid diff 2	Myeloid diff 2 GFP+ MAC1+ %	NTR1 ag	NTR1 ag cell count 20 µM	TNAP activators	T cell modulator	T cell modulator vesicle-bound %	SV40 large T antigen
CCCCCC(=O)NC(NC(=S)Nc1ccc(S(N)(=O)=O)cc1)C(Cl)(Cl)Cl (stereo not given)	3.0%	3.0%	15%	7%	i	0.7	2.2	79	0.8	i	7	7%
COc1ccccc1NC(=O)Nc1cnccn1	-3.0%	4.6%	3%	-4%	i	0.2	0.5	83	1.1	i	46	2%
N#CC(c1ccccc1)c1cnccn1 (stereo not given)	3.2%	2.6%	11%	.	i	1.1	4.2	83	.	i	54	19%
O=C1SCC(c2ccccc2)=NN1Cc1ccccc1	0.5%	-6.2%	4%	25%	i	0.5	0.3	50	1.1	i	46	19%
Cc1cc(C)c(S(=O)(=O)Nc2ccc3c4c(cccc24)CC3)c(C)c1	-2.1%	-2.4%	-2%	-5%	?	.	10	37	1	i	26	0%
COc1cccc(CN2CC(C(=O)NCc3ccc(C)c(F)c3)CCC2=O)c1 (stereo not given)	1.8%	-0.1%	4%	-10%	i	0.9	0.3	39	.	i	68	6%
CC(NC(=O)CCC(=O)c1cccs1)c1ccccc1 (stereo not given)	0.0%	-0.1%[50 µM]	-2%	2%	i	0.4	-0.1	54	.	i	37	11%
COc1ccc(S(=O)(=O)N2CCOCC2)cc1NC(=O)CSc1nnc2c(n1)[nH]c1ccccc12	2.5%	0.1%	13%	-1%	i	0.4	-1.3	65	.	i	23	-9%
COc1ccc(OC)c(S(=O)(=O)N2CCC(C(=O)NCc3ccccn3)CC2)c1	0.0%	0.3%	1%	3%	i	0.2	0.7	54	.	i	56	1%
CCOc1cc(N(CC)CC)ccc1/C=C(/C#N)c1nc2ccccc2[nH]1	48%	0.2%	7%	-19%	?	.	-4.4	83	0.7	i	11	7%
CCN(C(=O)c1ccnn1C)c1ccccc1	0.5%	0.0%[50 µM]	4%	0%	i	0.8	3.3	52	1.1	i	34	2%
Cc1ccc(C(C)n2cc(C(=O)NCc3cccnc3)nn2)cc1 (stereo not given)	-0.4%	-0.2%	-2%	-2%	i	1.6	1.1	66	1.1	i	36	-2%
c1ccc2cc3[nH]c(CN4CCOCC4)nc3cc2c1	1.8%	3.9%	4%	0%	i	0.9	-0.1	45	1	i	28	12%
CCC(=O)N1CCc2cc(S(=O)(=O)Nc3ccc4c(c3)OCCO4)ccc21	8.8%	-1.3%	5%	-2%	i	0.7	-0.3	56	1	i	49	-1%
CCOc1ccc(NC(=O)C(Cc2ccccc2)N2C(=O)c3cccc4cccc(c34)C2=O)cc1 (stereo not given)	-0.2%	.	.	-10%	i	0.3	3.1	41	1	i	54	14%
CCOC(=O)CC(=O)c1[nH]c(C)c(C(=O)OCC)c1C	4.5%	0.0%	1%	0%	i	0.5	-1.0	60	1	i	8	7%
CCc1noc(C)c1C(=O)OCC(=O)c1ccc(OC)c(OC)c1	-0.5%	1.2%[50 µM]	3%	.	i	1.2	-0.5	65	.	i	28	.
O=[N+]([O-])c1cccc(/C=N/Nc2ccccn2)c1	3.2%	-1.0%	0%	-3%	i	0.2	0.5	72	1	i	58	14%
COC(=O)C1CCN(C(=O)c2ccc(OC)c(S(=O)(=O)N3CCCc4ccccc43)c2)CC1	.	-2.3%	5%	.	i	0.9	-1.6	53	.	i	32	.
Cc1ccsc1C(=O)OCC(=O)N1CC(C)CC(C)C1 (stereo not given)	.	3.0%	0%	.	i	1.1	0.0	56	.	i	36	.
Cc1cc[n+](-c2ccccc2)c2ccccc12	?	0.1%	6%	13%	i	0.0	5.1	46	1	i	45	-1%
C[C@H](CO)N1C[C@H](C)[C@@H](CN(C)S(=O)(=O)c2cccs2)Oc2ccc(NC(=O)c3ccncc3)cc2C1=O	.	1.7%	6%	.	i	0.9	-0.4	45	.	i	52	.
O=C(NC(=S)N1CCN(c2ccccc2)CC1)c1ccco1	.	0.4%[50 µM]	5%	.	i	0.1	-0.3	53	.	i	38	.
O=C(NCc1ccco1)c1cc(-c2ccccc2)c(N2CCOCC2)s1	3.8%	0.8%	12%	12%	i	0.8	2.9	70	1.2	i	38	8%
C=CCC[C@@H](Cc1ccc(F)cc1)C(=O)OCCNC(=O)[C@H](CC=C)CC(=O)NCCO	.	0.1%	10%	.	i	0.6	1.3	66	.	i	9	.
Cc1cccc(NC(=S)c2nc3ccccc3s2)c1	2.7%	0.2%	2%	0%	i	0.5	2.7	53	1.1	i	40	-5%
O=C(Cc1cccs1)N(Cc1cccs1)C1(C(=O)NC2CCCCC2)CCCCC1	3.6%	0.3%	11%	4%	i	2.5	3.5	70	1.1	i	43	6%
COc1ccc(NC(=O)N2CCCC(c3nc(-c4ccc(F)cc4)no3)C2)cc1 (stereo not given)	4.0%	-2.2%	-8%	-1%	i	0.0	-0.7	46	1	i	34	8%
Cn1c(=O)oc2cc(S(=O)(=O)N3CCCCC3)ccc21	1.5%	0.4%	1%	10%	i	2.9	-0.1	39	.	i	44	-4%
CCOC(=O)C1C(=O)CC(C)(O)C(C(=O)OCC)C1c1ccc(NC(C)=O)cc1 (stereo not given)	0.9%	-0.1%	7%	3%	i	0.2	1.1	57	1.1	i	67	-1%

Pulled by compound from the entries so far (4):
SMILES	RSV CPE inhibition	K1F lysis inhibition	Rac1 GTP hydrolysis	Salmonella PhoP GFP	Myeloid diff 2	Myeloid diff 2 GFP+ MAC1+ %	NTR1 ag	NTR1 ag cell count 20 µM	TNAP activators	T cell modulator	T cell modulator vesicle-bound %	SV40 large T antigen
Cc1cc[n+](-c2ccccc2)c2ccccc12	?	0.1%	6%	13%	i	0.0	5.1	46	1	i	45	-1%
O=C(NCc1ccco1)c1cc(-c2ccccc2)c(N2CCOCC2)s1	3.8%	0.8%	12%	12%	i	0.8	2.9	70	1.2	i	38	8%
O=C(NC(=S)N1CCN(c2ccccc2)CC1)c1ccco1	.	0.4%[50 µM]	5%	.	i	0.1	-0.3	53	.	i	38	.
C=CCC[C@@H](Cc1ccc(F)cc1)C(=O)OCCNC(=O)[C@H](CC=C)CC(=O)NCCO	.	0.1%	10%	.	i	0.6	1.3	66	.	i	9	.

Further records:
SMILES	RSV CPE inhibition	K1F lysis inhibition	Rac1 GTP hydrolysis	Salmonella PhoP GFP	Myeloid diff 2	Myeloid diff 2 GFP+ MAC1+ %	NTR1 ag	NTR1 ag cell count 20 µM	TNAP activators	T cell modulator	T cell modulator vesicle-bound %	SV40 large T antigen
CC(C)CN1C(=O)c2ccc(NC(=O)Cc3ccccc3)cc2C1=O	1.6%	0.1%	7%	-3%	i	0.4	-1.4	43	1.1	i	26	7%
CCN(CC)CCNC(=O)c1ccc(-n2c(C)cc3c2CCCC3=O)cc1	-2.7%	1.3%	2%	-1%	.	.	0.0	44	1.1	i	29	20%
COc1ccc(-c2nc(C3CCCCC3)c3cc(OC)ccc3n2)cc1	2.7%	1.8%	3%	13%	i	0.7	6.0	45	.	i	24	8%
CC1CCCCN1C(=O)CCn1c(=O)oc2ccccc21 (stereo not given)	1.3%	-0.1%	3%	0%	i	0.6	0.9	62	.	i	11	15%
COc1ccc(-c2cc(-c3ccccc3)c(C#N)c(S(C)=O)n2)cc1 (stereo not given)	8.1%	-0.3%	14%	-1%	?	.	9.2	89	1.1	i	18	18%
COc1ccc2cc3cc(C(=O)NC4CC4)sc3nc2c1	6.4%	-0.1%	3%	-5%	i	0.7	-0.5	53	.	i	50	-4%
CCc1ccc(NC(=O)C(=O)NCCN2CCN(Cc3ccc([N+](=O)[O-])cc3)CC2)cc1	9.6%	1.8%	7%	-3%	i	0.7	-1.2	52	1.1	i	25	13%
COc1ccc2cc(S(=O)(=O)N3CCCC(C)C3)ccc2c1 (stereo not given)	?	0.1%	-4%	-6%	i	0.6	0.2	50	.	i	46	7%
CN1CCN(C(=O)c2ccccc2NC(=O)Cc2ccccc2)CC1	-0.2%	-0.1%	13%	10%	i	2.0	-0.9	48	1	i	7	15%
C=CCn1c(SCC(=O)N2CCN(c3ccc(F)cc3)CC2)nnc1-c1ccco1	1.7%	1.2%	0%	9%	i	3.0	2.0	51	1.1	i	40	3%
CC(=O)NC(Cc1ccccc1F)C(=O)NC1CCN(S(=O)(=O)c2ccccc2)CC1 (stereo not given)	.	0.4%	-5%	.	i	1.3	0.8	44	.	.	.	.
CSCC[C@H](NC(=O)c1cccc(S(=O)(=O)N2CCCCC2)c1)c1nc2ccccc2[nH]1	.	i	1%	.	i	1.1	1.2	53	.	i	38	.
NS(=O)(=O)c1cccc(NC(=O)COC(=O)C2CCN(S(=O)(=O)c3cccs3)CC2)c1	0.7%	0.0%	10%	-5%	i	1.2	0.0	55	.	i	30	8%
CC(=O)Nc1ccc2nc(SCC(=O)NCCOc3ccccc3)sc2c1	-0.1%	-2.0%	-9%	1%	i	0.5	1.7	28	1.1	i	0	18%
Cc1ccc(C(=O)N2CCN3C(=O)c4ccccc4C23c2ccccc2)cc1 (stereo not given)	3.8%	0.0%	0%	-2%	i	0.3	3.6	54	1.1	i	31	65%
Cc1cc(/C=N/NS(=O)(=O)c2ccc(F)c(Cl)c2)no1	.	1.3%	6%	-6%	i	0.4	3.7	40	.	i	29	9%
CCc1cc2c(NCCC(=O)O)nc(C)nc2s1	4.1%	0.8%	7%	14%	i	1.1	-1.0	87	1.1	i	12	1%
CC(C)(C)OC(=O)C[C@@H]1C/C=C\C[C@@H](CC(=O)N(CCO)Cc2ccccc2)C(=O)N[C@@H](c2ccccc2)COC1=O	.	1.1%	1%	.	i	0.6	3.7	64	.	i	10	.
O=C(COc1ccc(F)cc1Cl)NC1CCCCCC1	1.0%	0.1%[50 µM]	4%	.	i	1.2	6.5	52	.	i	4	.
CC(=O)C1=C(O)C(=O)N(CCc2c[nH]c3ccccc23)C1c1ccco1 (stereo not given)	1.4%	0.4%	20%	-2%	i	0.9	0.4	96	1	i	55	35%
COc1ccc(NC(=S)NCCc2ccccc2)c(C)c1	1.1%	1.6%[50 µM]	3%	-1%	i	0.3	0.1	74	.	i	6	13%
